# Screening results from PubChem.
# HSP90 inh: inhibitors of HSP90 luciferase refolding in rabbit reticulocyte lysate. inhibition, % at 5.6 µM. 290,000 compounds, 0.91% hits. luciferase refolding luminescence, 3 h;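 active = inhibition above the screen-wide mean plus 3 SD, computed separately per campaign, cut at about 16% in these data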;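 also: 0% = DMSO wells and 100% = 60 µM geldanamycin wells; inhibitors lower the luminescence because luciferase stays unfolded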
# SKKanGAS inh: inhibitors of SKKanGAS S. pyogenes growth in kanamycin (SK-promoter or general growth effect); BacTiter-Glo, 6 h; inhibition, % at 7.5 µM; 300,000 compounds, 1.3% hits; AID 1662;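 active = mean replicate score, as percent of positive control median, at least 50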;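 also: strain carries kanamycin resistance gene driven by streptokinase promoter and grows in 40 µg/ml kanamycin; loss of luminescence reflects streptokinase promoter inhibition or plain growth inhibition; 0% = median of DMSO wells and 100% = positive control at its reference dose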
# aSyn 5UTR inh: 5' untranslated region of α-synuclein, MLPCN primary screen; alpha-synuclein 5'UTR reporter, inhibitor activity; inhibition, % (tested at 7.5 µM); 300,000 compounds, 0.82% hits; in the data active = inhibition above about 60%;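 also: H4 neuroglioblastoma cells stably carrying SNCA 5'UTR luciferase fusion; 0% = DMSO wells and 100% = positive control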
# AI-2 QS mod: modulators of Vibrio harveyi AI-2 quorum sensing system; 300,000 compounds, 0.4% hits; AID 2094; Vibrio harveyi JMH597 AI-2 luminescence/OD600 ratio, 9 h; stronger effect = lower value; strain lacks LuxN and CqsS sensors; 0 = neutral-control median; activity change, % at 7.5 µM; in the data active = activity change below about -75%, passing the limit was not always enough;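 also: luminescence divided by OD600 gain over 9 h not by final OD600 alone; inactives centre near 13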
# KLF5 inh: suppresses KLF5 promoter-driven expression; inhibition, % at 5 µM; DLD-1 KLF5 promoter-luciferase reporter, luminescence; 290,000 compounds, 0.23% hits; AID 1700;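 active = inhibition above a per-plate limit of that plate's mean compound inhibition plus 3 SD, cut at about 60% in these data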;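 also: 0% = DMSO wells and 100% = LY294002 at 200 µM; higher means less KLF5 promoter-driven luciferase light; inactives centre near -14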
# HIF act: HIF pathway transcriptional activation; U2OS HRE-luciferase reporter, luminescence; normalized: DMSO 0%, desferrioxamine 100%; activation, % at 7.5 µM (by protocol); 300,000 compounds, 0.32% hits; AID 1910;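 active = mean activation of at least 10% of the iron chelator positive control signal, with at least half of replicates also reaching 10%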
# HSF-1 act: increases HSF-1 driven luciferase reporter signal. activation, % at 9 µM. AID 504408. 300,000 compounds, 1.7% hits. NIH3T3-HGL HSF-1 luciferase reporter, MG132, 8 h; 100% = twice DMSO control signal;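 active = mean replicate activation of at least 50% with a set share of replicates each reaching 50%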;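 also: 0% = median of the neutral control wells and 100% = twice that signal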
# IEC-6 tox: IEC-6 cytotoxicity, counter-screen for KLF5 inhibitors | inhibition, % at 5 µM | 290,000 compounds, 0.78% hits | luminescence viability | AID 1825; in the data active = inhibition above about 22%;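 also: 0% = plate median of test compound wells and 100% = cytotoxic reference compound wells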
# Platelet DG rel: modulates dense granule release in human platelets; inhibition, %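 (compounds screened at 7.5 µM in platelet-rich plasma)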; human platelet-rich plasma, SFLLRN dense granule ATP release, luminescence; 300,000 compounds, 0.22% hits;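 active = mean replicate score, as percent of positive control, at or above 50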
# HSF1 inhib: HSF1 inhibition; NIH3T3-HGL HSE-luciferase, MG132-induced, luminescence 8 h; stronger effect = lower value; activity change, negative = inhibition, % at 7.5 µM (by protocol); 300,000 compounds, 0.77% hits; AID 2098;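 active = more than half of replicate wells show activity change below -50%, luminescence cut by over half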;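 also: luciferase reports HSF-1 transcriptional activity via heat shock element; 0% = median of DMSO wells and -100% = zero luminescence signal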
# * marks the source's active call; other numbers are inactive results; nt = not tested or not shown.
item	SMILES	HSP90 inh	SKKanGAS inh	aSyn 5UTR inh	AI-2 QS mod	KLF5 inh	HIF act	HSF-1 act	IEC-6 tox	Platelet DG rel	HSF1 inhib
1	COc1ccc(Cn2ccnc2SCC(=O)Nc2ccccc2F)cc1	1.3	-1.0	12.2	12.0	-30.2	0.1	6.1	-2.0	0.6	4.4
2	O=C(Cc1c[nH]c2ccccc12)Nc1nc2ccccc2[nH]1	1.0	4.4	-101.3	-1.1	-54.4	2.5	25.6	-3.2	0.3	1.1
3	Cc1ccc(C(=O)CC2(O)C(=O)N(Cc3ccccc3)c3ccccc32)o1 (stereo unspecified)	8.8	-2.1	10.5	-16.6	-45.7	-0.5	2.0	1.4	0.9	-1.2
4	COc1cc(C)c(Cl)cc1S(=O)(=O)N(C)C	-1.3	0.9	8.7	17.6	-8.5	0.0	41.7	2.2	-11.6	11.6
5	CSCCC(NC(=O)c1ccccc1)C(=O)OCC(=O)N(C)CCC#N (stereo unspecified)	2.8	-3.0	17.8	8.6	-17.3	-0.4	6.9	2.6	-0.7	-0.4
6	O=C(c1cc(-c2cccc(O)c2)on1)N1CCCCC1	11.6	0.2	-26.7	-17.6	-123.8	0.5	35.0	2.6	1.1	21.9
7	COc1ccc(S(=O)(=O)CC2(O)CCN(C(=O)C(C)(C)C)CC2)cc1	-2.2	3.5	3.3	-1.9	-23.2	-0.8	5.8	2.1	21.6	-4.5
8	Cc1nn(Cc2ccccc2)c(C)c1NC(=O)CSc1nc(C2CC2)nc2c1cnn2-c1ccccc1	0.0	5.0	6.9	21.3	3.9	-25.6	4.9	-2.4	0.0	-2.6
9	COc1cc(/C=C(/C#N)C(=O)NCCCc2ccccc2)ccc1OCC(=O)O	-1.1	-1.8	-4.9	19.7	-36.8	0.1	-2.4	-6.8	2.3	-8.7
10	CCCCC(=O)Nc1ccc(C2C(=O)c3ccccc3C2=O)cc1	nt	5.8	-29.4	0.6	nt	0.1	7.4	nt	4.7	-2.4
11	Cc1nc(SCCC(=O)O)c2cc(-c3ccccc3)sc2n1	0.6	5.0	67.1*	18.9	32.5	-4.0	-40.0	5.0	-6.5	-39.4
12	Cc1c(C(=O)NCc2ccc3c(c2)OCO3)sc2nc(-c3ccccc3)cn12	0.3	20.5	-14.8	-2.9	-65.4	0.8	-55.4	5.9	-1.4	-44.3
13	Cc1onc(-c2c(Cl)cccc2Cl)c1C(=O)NNC(=O)c1c(-c2c(Cl)cccc2Cl)noc1C	2.3	-1.4	-5.2	18.8	-9.4	-0.6	15.8	-2.1	9.8	-2.2
14	CCOc1cc2[nH]c(=O)n(Cc3cccc(OC)c3)c(=O)c2cc1OCC	1.2	3.1	2.5	22.3	-23.4	-0.2	-14.8	-0.9	2.0	-3.1
15	CCN(c1ccccc1C(=O)O)S(=O)(=O)c1ccc2[nH]c(=O)[nH]c2c1	2.7	-4.5	20.3	5.5	-4.8	-0.6	-4.1	2.1	0.1	2.6
16	CC(=O)C1=C(O)C(=O)N(C)C1c1ccccc1[N+](=O)[O-] (stereo unspecified)	1.9	-0.4	23.1	7.5	-0.1	0.4	2.8	9.1	-6.0	-7.1
17	Nc1nn2cc(-c3ccccc3)nc2c2ccccc12	8.2	2.3	-112.3	-4.2	-100.3	0.4	58.0*	12.3	18.3	30.4
18	CC1(C)C(c2cccs2)=[N+]([O-])C2(CCCCC/C2=N\O)N1O (stereo unspecified)	0.0	-2.0	2.2	8.7	-20.1	-0.4	-2.4	8.6	-1.6	3.9
19	O=C(NCc1n[nH]c(=S)n1-c1ccc(Cl)c(Cl)c1)c1ccc(S(=O)(=O)N2CCCCC2)cc1	0.6	3.5	2.1	-1.7	-18.0	0.2	-2.1	-0.9	23.0	2.0
20	COc1ccc(C(=O)Nc2ccc(NC(=O)c3ccco3)cc2)cc1	-1.7	-2.5	14.8	15.9	-31.6	-0.5	8.2	7.2	12.6	-5.0
21	Cn1c(=O)c2cc3ccc(Cl)cc3nc2n(C)c1=O	1.2	-12.4	29.6	-7.1	-4.6	-0.6	-3.4	-4.2	-10.9	-5.4
22	Cc1cccc(Cn2nc(-n3cccc3)c3c(C)cc(C)nc32)c1	1.7	54.9*	21.7	20.2	-17.4	0.0	4.5	0.2	-1.7	9.9
23	Nc1c(C(=O)c2ccccc2)oc2ccccc12	-3.1	-5.9	-58.2	14.9	-28.9	0.9	-13.8	10.4	-3.4	5.2
24	COc1ccc(-n2cnc3cc(C(=O)NC4CCCC4)ccc32)cc1	-1.1	-7.3	-7.1	28.1	4.5	-0.1	17.6	-0.4	7.2	7.9
25	Cc1cccc(C)c1NC(=O)C1CCN(S(C)(=O)=O)CC1	-1.1	-7.1	-10.2	3.5	-42.9	-1.7	2.9	-3.5	-3.0	-1.8
26	CCc1ccc(CN(C(=O)c2cccs2)C2CCS(=O)(=O)C2)cc1 (stereo unspecified)	1.1	2.8	9.8	-8.1	10.2	0.1	0.4	0.4	1.6	-4.7
27	CCc1noc(C)c1C(=O)N(C)CC(=O)Nc1ccccc1C(F)(F)F	nt	-1.1	7.2	-7.1	nt	-2.7	1.6	nt	-4.7	-2.4
28	CCc1cccc(C)c1NC(=O)CSc1nnc(CCCOc2ccc(Cl)cc2Cl)n1C	2.9	1.1	27.5	23.9	-5.2	-0.6	18.3	-7.5	1.9	6.4
29	COc1ccc(OCc2nc(N)nc(Nc3ccccc3)n2)cc1	0.9	6.7	-24.3	4.5	-46.7	1.4	-10.0	1.1	0.6	6.9
30	Cc1ccc(S(=O)(=O)CCSC(=N)N)cc1	2.8	-0.5	-16.2	17.5	2.9	-0.1	2.0	0.2	0.7	16.1
31	CCN(CC)S(=O)(=O)c1ccc(NC2c3ccccc3C(=O)N2CCN2CCOCC2)cc1 (stereo unspecified)	0.9	1.3	-5.0	6.2	-4.9	-0.5	-2.1	0.6	1.5	-1.8
32	COc1cc(CN2CCN(Cc3c[nH]c4ccccc34)CC2CCO)cc(OC)c1 (stereo unspecified)	1.8	0.3	27.2	27.3	-22.4	-1.2	-2.8	4.3	13.4	-0.3
33	O=C(O)CNC(=O)c1ccc(NS(=O)(=O)c2ccc3ccccc3c2)cc1	-1.5	9.6	-2.2	6.1	9.8	0.2	8.4	-0.9	-4.1	0.3
34	C/C(=N\NC(=O)c1nnn(-c2nonc2N)c1-c1cccs1)c1cccc(O)c1	-6.7	2.1	-34.7	49.8	-42.0	5.6	2.3	-4.6	25.4	7.6
35	Cc1cccc(C)c1NC(=S)NCc1ccncc1	3.4	1.3	-9.5	14.3	-22.9	0.0	-11.4	2.2	2.3	-4.2
36	COCc1cc(C)nc(SCC(=O)NC2CCCCC2C)c1C#N (stereo unspecified)	-2.2	-2.2	12.7	5.6	-14.0	0.0	-14.7	2.2	14.5	2.4
37	COc1cc(-c2nc(Cc3ccccc3Cl)no2)cc(OC)c1OC	-4.0	-5.7	15.0	3.3	-22.2	-0.4	11.1	-5.8	6.0	8.4
38	COc1ccc(CN2CCN(C(=O)c3cc(-c4cccnc4)nc4ccc(Cl)cc34)CC2)c(OC)c1OC	0.8	1.8	-17.7	-8.6	-15.8	-0.8	6.7	8.9	-4.7	-11.7
39	NC(=O)C1CCN(CCC(=O)Nc2cccc(Cl)c2)CC1	3.1	0.6	24.1	16.7	-10.1	-2.3	13.2	-9.2	0.0	6.0
40	CC(=O)c1cc2c(cc1NS(=O)(=O)c1ccc(F)cc1)OCO2	-7.2	-2.9	10.6	6.5	-26.7	2.1	-0.1	-0.5	-1.6	2.4
41	FC(F)(F)c1ccncc1-c1nnc(C2CCCCC2)o1	-2.3	4.1	-5.5	7.8	-5.5	0.3	-4.2	-2.9	5.0	-1.2
42	Cn1c(=O)c(C(=O)Nc2ccccc2S(N)(=O)=O)c(O)c2ccccc21	1.0	0.1	-63.6	11.3	-19.3	0.6	-5.0	2.0	6.6	3.5
43	CC1CCCN(c2nc3c(c(=O)[nH]c(=O)n3C)n2CCCc2ccccc2)C1 (stereo unspecified)	-1.7	0.9	2.0	3.6	-2.9	-0.4	33.1	1.8	-5.7	6.7
44	CC(C)(C)CC(=O)Nc1nnc(SCC(=O)N2CCCCC2)s1	-2.4	-3.6	-0.5	nt	-27.8	-0.7	13.4	0.8	1.3	3.3
45	Cc1ccc(-c2nnc(N3CCN(CCO)CC3)c3ccccc23)cc1	-1.9	-4.4	29.8	14.5	-20.2	2.6	-12.5	2.8	8.4	2.5
46	CCn1c(=O)c2c(nc(SCC(=O)N3CCCC(C)C3)n2C)n(C)c1=O (stereo unspecified)	2.1	-2.6	13.6	26.2	-12.2	-0.6	-8.2	0.5	-12.0	-4.0
47	COCCNC(=O)CCc1nc2cccnc2n1Cc1ccc(OC)cc1	2.6	0.0	14.3	2.4	-21.3	-1.6	-1.6	13.1	-2.8	-1.4
48	O=C(NN1CCOCC1)c1cccc2ccccc12	4.3	6.6	7.2	15.5	-4.8	-0.3	-3.3	-3.5	-0.1	0.6
49	CCc1nnc(NS(=O)(=O)c2ccc(N=Cc3c(C)[nH]n(-c4ccc(C)cc4)c3=O)cc2)s1	3.4	12.0	-43.1	17.1	-9.3	0.1	3.4	5.5	-2.9	2.6
50	Cc1onc(-c2c(F)cccc2Cl)c1C(=O)Nc1sc2c(c1C#N)CCC(C(C)(C)C)C2 (stereo unspecified)	-3.7	4.4	13.4	44.1	7.8	-1.0	7.7	5.0	0.8	1.8

# Carrying on.
item	SMILES	HSP90 inh	SKKanGAS inh	aSyn 5UTR inh	AI-2 QS mod	KLF5 inh	HIF act	HSF-1 act	IEC-6 tox	Platelet DG rel	HSF1 inhib
51	Cc1cc(=O)oc2cc(OCC(=O)OCC(=O)Nc3ccc(C(N)=O)cc3)ccc12	2.2	1.6	0.6	12.1	-13.9	-0.3	-6.3	-2.3	4.4	-0.1
52	CN(C)CCCN(C(=O)c1cc2ccccc2oc1=O)c1nc2ccc(F)cc2s1	-6.3	3.1	-34.9	12.6	-10.4	1.1	-26.8	3.0	-13.4	-18.3
53	CC(C)NC(=O)NC(=O)COC(=O)Cc1c(F)cccc1Cl	0.5	-1.3	0.8	9.1	2.8	-0.3	2.2	1.2	-0.4	-14.2
54	Nc1c(C(=O)O)ccc2c1C(=O)c1ccccc1C2=O	-1.9	10.4	20.0	54.0	-20.6	0.3	-5.0	1.0	8.2	2.0
55	Cc1c(CNCCc2ccccc2Cl)c(C(=O)O)c(C)n1-c1ccccc1	6.0	2.3	13.0	30.9	-9.6	1.1	-7.5	-4.6	2.3	-9.3
56	CCOc1ccccc1-c1cc(-c2ccc(OC)cc2)nc2c1c(=O)n(C)c(=O)n2C	nt	3.2	14.1	7.2	nt	0.0	-9.1	nt	-0.1	0.2
57	c1ccc(COc2ccc(CNCc3cccnc3)cc2)cc1	1.2	-4.7	-48.6	12.6	-25.5	0.0	2.4	9.4	-2.1	-1.6
58	O=C(Nc1ccc(N2CCOCC2)c(Cl)c1)c1ccc(Cl)cc1	-4.1	-13.7	-126.4	5.6	-39.9	3.1	27.3	-1.8	5.2	8.1
59	CC(=O)N1CC=CC1(CC(C)C)C(=O)NCCN1CCOCC1 (stereo unspecified)	1.5	1.6	-23.6	5.3	-14.9	2.9	1.6	3.1	-0.7	8.1
60	O=C(c1ccco1)N1CCN(C(c2ccccc2F)c2nnnn2CC2CCCO2)CC1 (stereo unspecified)	2.6	nt	nt	31.9	-10.5	nt	nt	4.9	nt	nt
